ASM inhibitor: Inhibitors of Secretory Acid Sphingomyelinase (S-ASM): qHTS. Sphingomyelin phosphodiesterase (Homo sapiens), P17405. actives 0.006% (n = 340,000). AID 504937, 2011. placental ASM, HMU-PC fluorogenic substrate, 60 min. Potency, µM (highest dose often 57.5 µM), for inactives: top-dose activity change, negative = inhibition, most hits filed as inhibitors; also: potency is read from the fitted curve at half-maximal effect
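qHTS format. ASM enzyme prepared from human placenta hydrolyses the fluorogenic substrate HMU-PC0 (9 uM final) over 60 min at 37 °C after a 10 min compound preincubation.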
Giardia kill: Small Molecules that selectively kill Giardia lamblia: qHTS. Giardia lamblia trophozoite viability. activity change, % at 7.66 µM, hits read low. actives 0.15% (n = 340,000). AID 540267, 2011; in the data active = activity change below about -80%; inconclusive = between about -30% and that limit;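 also: parasites exposed to compound for two days anaerobically before the ATP read; % is scaled to controls: 0 for no effect and ±100 for the full control effect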
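Compounds were tested on trophozoites seeded at 100 cells/well and held 48 hrs at 37 deg C anaerobically. An ATP-based luminescent kit measured the remaining live cells.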
PTAP TSG101 blk: qHTS Assay for Iinhibitors of HIV-1 Budding by Blocking the Interaction of PTAP/TSG101 | Tumor susceptibility gene 101 protein (Homo sapiens), Q99816 | Fluorescence polarization, FITC-PTAP peptide / Tsg101 binding | Potency, µM (series often up to 115 µM), for the others: top-dose activity change, negative = inhibition, usual class: inhibitors | 340,000 tested, under 10 active | AID 493005, 2010; active = well fitted inhibition curve with a large enough effect in the main read-out, with a control signal flat, not every such curve was filed as active; inconclusive = small, poorly fitted or top-dose-only effect, or effect the other way, or a change in a side signal; inactive = no such curve, though single readings can be large or run the other way; also: potency is read from the fitted curve at half-maximal effect; % of control where 0% means no effect
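Tsg101 binding domain (10 uM final) was mixed with compound and a FITC-labeled PTAP peptide (50 nM final) in HEPES pH 7.5 buffer with NaCl, Tween 20, EDTA and TCEP; fluorescence polarization was read after 20 min at r.t.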
Integrin act MD: qHTS for Activators of Integrin-Mediated Alleviation for Muscular Dystrophy; alpha7betagal myoblasts, beta-gal FDG fluorescence, 48 h; Potency, µM (series often up to 38.3 µM), inactives show top-dose activation, most hits filed as activators; actives 0.064% (n = 350,000);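 also: potency is read from the fitted curve at half-maximal effect; 100% = response of the positive control SU9516; nearly all actives have a fitted effect of over 60% in size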
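Alpha7betagal+/- myoblasts (passage 13) were plated 16-24 hr, then exposed to compounds (1:260 dilution of DMSO stock) for 48 hours at 37C. After MPER lysis, β-galactosidase reporter activity was read as FDG fluorescence (ex 480/em 540) after 30 minutes.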
Starred values were filed as active, the others as inactive; ? = inconclusive; [ ] = remark or other dose. Unless noted, calls follow the shape of the dose curve; as a rule, active = well fitted curve in the direction sought with a large enough effect; inconclusive = small, poorly fitted or top-dose-only effect, or another doubt; inactive = no such curve, though single readings can be large; an effect the other way counts as inactive or inconclusive.

Field names: A = ASM inhibitor; B = Giardia kill; C = PTAP TSG101 blk; D = Integrin act MD
[1] O=C1NC(=O)C(Cc2ccccc2)(Cc2ccccc2)C(=O)N1Cc1ccccc1
  A: -15%	B: -14	C: 1%	D: 19%
[2] Nc1nc(N)c2cnnn2n1
  A: 0%	B: -11	C: -3%	D: 6%
[3] Cc1[nH]c2ccccc2c1CCN
  A: -1%	B: 8	C: -3%	D: 4%
[4] Cc1cc(N(CCCl)CCCl)ccc1C=Cc1ccncn1
  A: 122%[activator]	B: -17	C: ?	D: -12%
[5] O=C1C(=Cc2ccccc2)N2CCC1CC2
  A: -2%	B: 3	C: 0%	D: 18%
[6] COc1c(O)cc2c(c1OC)-c1ccc(SC)c(=O)cc1C(NC(C)=O)CC2 (stereo unspecified)
  A: -4%	B: -9	C: -1%	D: 10%
[7] COc1cccc2c1C(=O)c1c(O)c3c(c(O)c1C2=O)CC(O)(C(C)=NO)CC3OC1CC(N)C(O)C(C)O1 (stereo unspecified)
  A: -18%	B: -20	C: ?	D: -58%[inhibitor]
[8] CN1CC(Br)C(=O)NC1=O (stereo unspecified)
  A: 1%	B: 2	C: 0%	D: -31%[inhibitor]
[9] COc1cc2c(c(OC)c1O)-c1ccc(OC)c(=O)cc1C(NC(=O)C(F)(F)F)CC2 (stereo unspecified)
  A: 0%	B: -12	C: -1%	D: 15%
[10] NP(=O)(Oc1ccccc1)c1ccccc1 (stereo unspecified)
  A: 3%	B: 10	C: 6%	D: 2%

2 of the compounds above, screen by screen:
[8] CN1CC(Br)C(=O)NC1=O (stereo unspecified)
[6] COc1c(O)cc2c(c1OC)-c1ccc(SC)c(=O)cc1C(NC(C)=O)CC2 (stereo unspecified)

screen / no.,8,6
ASM inhibitor,1%,-4%
Giardia kill,2,-9
PTAP TSG101 blk,0%,-1%
Integrin act MD,-31%[inhibitor],10%

Next structures follow:
Field names: A = ASM inhibitor; B = Giardia kill; C = PTAP TSG101 blk; D = Integrin act MD
[11] COC(=O)C1=C(c2cc3ccccc3s2)C[C@@H]2CC[C@H]1N2C(=O)NCc1ccccc1
  A: -7%	B: -8	C: -10%	D: 26%
[12] c1ccc(CCN2CCC3(CC2)OCCO3)cc1
  A: 0%	B: -6	C: 0%	D: 3%
[13] c1ccc2c(c1)CNCc1cnnn1-2
  A: -7%	B: -1	C: 2%	D: 22%
[14] O=C1N[C@@H](Cc2ccccc2)C(=O)N2[C@H]1C[C@H]1c3ccccc3N(OOSc3ccccc3)[C@H]12
  A: -3%	B: -23	C: -6%	D: -31%
[15] COC(=O)C1=C(c2cc3ccccc3s2)C[C@@H]2CC[C@H]1N2C(=O)NCc1ccco1
  A: -2%	B: -3	C: -2%	D: 9%
[16] COc1ccc(C(O)(c2ccccc2)c2ccncc2)cc1 (stereo unspecified)
  A: 7%	B: -12	C: -3%	D: -31%
[17] COC(=O)C1=C(c2cc3ccccc3s2)C[C@@H]2CC[C@H]1N2C(=O)NC1CC1
  A: 0%	B: 3	C: -1%	D: -8%
[18] CC1CN1P(=O)(Oc1ccc2ccccc2c1)N1CC1C (stereo unspecified)
  A: 4%	B: 11	C: -2%	D: 16%
[19] CCOC(=O)CCCCCNC(=O)c1c(O)[nH]c(=O)[nH]c1=O
  A: -4%	B: -16	C: -2%	D: -14%
[20] Cc1cc(C)c(C)c(C(O)(C(=O)O)c2ccccc2)c1C (stereo unspecified)
  A: 1%	B: 8	C: -1%	D: 4%
[21] Cc1cc(C)c2c(c1)NP(=S)(c1ccccc1)N2 (stereo unspecified)
  A: 5%	B: -7	C: 1%	D: -7%
[22] C=C1C(=O)OC2C1CCC(C)C1(O)C=CC(=O)C21C (stereo unspecified)
  A: 0%	B: -17	C: -2%	D: -45%[inhibitor]
[23] C=CCCC1(CC)C(=O)NC(=S)NC1=O
  A: 3%	B: -6	C: -2%	D: 10%
[24] CC(=O)O[C@@H]1/C=C/[C@](C)(O)C[C@@H](C)C/C=C/[C@H]2[C@H](O)C(C)=C(C)[C@H]3[C@H](Cc4ccccc4)NC(=O)[C@@]123
  A: 3%	B: -9	C: -6%	D: -53%
[25] COc1cc2c(ccc3c4cc(OC)c(OC)cc4c[n+](C)c23)cc1O
  A: -13%	B: -18	C: -1%	D: -4%
[26] O=C1NC(=O)C(=Cc2ccccc2[N+](=O)[O-])C(=O)N1
  A: 6%	B: -2	C: 0%	D: -18%
[27] CC(CC(C#N)(c1ccccc1)c1ccccc1)N1CCCCC1 (stereo unspecified)
  A: 0%	B: 14	C: -5%	D: 22%
[28] COc1cc2nc(CN3CC=C(c4ccccc4)CC3)[nH]c(=O)c2cc1OC
  A: 2%	B: 1	C: 0%	D: 5%
[29] COC(=O)C1=C(c2cc3ccccc3s2)C[C@@H]2CC[C@H]1N2C(=O)NCc1ccc(F)cc1
  A: -5%	B: 4	C: ?	D: 3%
[30] COc1ccccc1N1CCN(CCc2c[nH]c3cc4c(cc23)OCO4)CC1
  A: 2%	B: -18	C: -5%	D: 0%
[31] CC12CCC(=O)C=C1CC(O)C1C2CCC2(C)C1CCC2(C)O (stereo unspecified)
  A: 7%	B: -6	C: -5%	D: -12%
[32] CCC1CN1P(=O)(c1ccccc1)N1CC1CC (stereo unspecified)
  A: 5%	B: -28	C: -3%	D: 1%
[33] CCOC(=O)[C@]12Cc3ccccc3[C@H]1N(Cc1ccccc1)C(=O)c1ccccc12
  A: 3%	B: -8	C: -4%	D: 10%
[34] CC1C(=O)C(C)C(c2ccc(Cl)cc2)NC1c1ccc(Cl)cc1 (stereo unspecified)
  A: -2%	B: -7	C: -1%	D: -27%
[35] COc1ccc(C(=O)N2Cc3cnnn3-c3ccccc3C2C#N)cc1 (stereo unspecified)
  A: 6%	B: -24	C: -2%	D: 0%
[36] O=C1NC(=O)C(Nc2ccccc2)C(=O)N1
  A: 3%	B: 25	C: 1%	D: ?
[37] O=C(CCS(=O)(=O)c1ccc(Cl)cc1)Nc1cccc(S(=O)(=O)N2CCCCCC2)c1
  A: -8%	B: 5	C: -1%	D: -43%[inhibitor]
[38] CC12C(C(=O)O)C1(c1ccccc1)C2C(=O)O (stereo unspecified)
  A: -2%	B: 4	C: 0%	D: 11%
[39] Cc1nn(C)cc1/C=C1/CC2C3CC=C4CC(O)CCC4(C)C3CCC2(C)C1=O (stereo unspecified)
  A: -2%	B: 8	C: -1%	D: 4%
[40] C[C@@H]([C@@H](O)c1ccccc1)N(C)C(=O)Cc1ccccc1
  A: 1%	B: 2	C: -3%	D: 18%

15 compounds from above, sorted by number of heavy atoms, high to low:
Field names: A = ASM inhibitor; B = Giardia kill; C = PTAP TSG101 blk; D = Integrin act MD
[24] CC(=O)O[C@@H]1/C=C/[C@](C)(O)C[C@@H](C)C/C=C/[C@H]2[C@H](O)C(C)=C(C)[C@H]3[C@H](Cc4ccccc4)NC(=O)[C@@]123
  A: 3%	B: -9	C: -6%	D: -53%
[29] COC(=O)C1=C(c2cc3ccccc3s2)C[C@@H]2CC[C@H]1N2C(=O)NCc1ccc(F)cc1
  A: -5%	B: 4	C: ?	D: 3%
[37] O=C(CCS(=O)(=O)c1ccc(Cl)cc1)Nc1cccc(S(=O)(=O)N2CCCCCC2)c1
  A: -8%	B: 5	C: -1%	D: -43%[inhibitor]
[33] CCOC(=O)[C@]12Cc3ccccc3[C@H]1N(Cc1ccccc1)C(=O)c1ccccc12
  A: 3%	B: -8	C: -4%	D: 10%
[39] Cc1nn(C)cc1/C=C1/CC2C3CC=C4CC(O)CCC4(C)C3CCC2(C)C1=O (stereo unspecified)
  A: -2%	B: 8	C: -1%	D: 4%
[30] COc1ccccc1N1CCN(CCc2c[nH]c3cc4c(cc23)OCO4)CC1
  A: 2%	B: -18	C: -5%	D: 0%
[35] COc1ccc(C(=O)N2Cc3cnnn3-c3ccccc3C2C#N)cc1 (stereo unspecified)
  A: 6%	B: -24	C: -2%	D: 0%
[27] CC(CC(C#N)(c1ccccc1)c1ccccc1)N1CCCCC1 (stereo unspecified)
  A: 0%	B: 14	C: -5%	D: 22%
[31] CC12CCC(=O)C=C1CC(O)C1C2CCC2(C)C1CCC2(C)O (stereo unspecified)
  A: 7%	B: -6	C: -5%	D: -12%
[40] C[C@@H]([C@@H](O)c1ccccc1)N(C)C(=O)Cc1ccccc1
  A: 1%	B: 2	C: -3%	D: 18%
[22] C=C1C(=O)OC2C1CCC(C)C1(O)C=CC(=O)C21C (stereo unspecified)
  A: 0%	B: -17	C: -2%	D: -45%[inhibitor]
[32] CCC1CN1P(=O)(c1ccccc1)N1CC1CC (stereo unspecified)
  A: 5%	B: -28	C: -3%	D: 1%
[38] CC12C(C(=O)O)C1(c1ccccc1)C2C(=O)O (stereo unspecified)
  A: -2%	B: 4	C: 0%	D: 11%
[36] O=C1NC(=O)C(Nc2ccccc2)C(=O)N1
  A: 3%	B: 25	C: 1%	D: ?
[23] C=CCCC1(CC)C(=O)NC(=S)NC1=O
  A: 3%	B: -6	C: -2%	D: 10%

(list continues)
Field names: A = ASM inhibitor; B = Giardia kill; C = PTAP TSG101 blk; D = Integrin act MD
[41] COC1C(O)C(C)OC(OC2CCC3(C=O)C(CCC4C3CCC3(C)C(C5=CC(=O)OC5)CCC43O)C2)C1O (stereo unspecified)
  A: 0%	B: -12	C: -5%	D: -16%
[42] CC=C(C)C(=O)OC1CCN2CC=C(COC(=O)C(O)(C(C)OC)C(C)(C)O)C12 (stereo unspecified)
  A: 0%	B: 6	C: -3%	D: 12%
[43] N#CC1C(C#N)C2CCC1C1C2N1c1ccccc1 (stereo unspecified)
  A: 7%	B: -2	C: -7%	D: 0%
[44] CC[C@H](C)/C=C(C)/C=C/C1=CC2=C(Cl)C(=O)[C@@](C)(OC(C)=O)C(=O)C2=CO1
  A: -3%	B: -26	C: -14%	D: -3%
[45] O=[N+]([O-])c1cccc(NP(=O)(N2CC2)N2CC2)c1
  A: -1%	B: -24	C: -6%	D: -19%
[46] c1ccc(C(OCCN2CCN(c3ncccn3)CC2)c2ccccc2)cc1
  A: 2%	B: 28	C: -2%	D: 22%

A portion of the library; the hit share may differ from the screen's.
